High-throughput results deposited in PubChem BioAssay by several laboratories.
Platelet DG rel: modulates dense granule release in human platelets; human platelet-rich plasma, SFLLRN dense granule ATP release, luminescence; inhibition, %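 (compounds screened at 7.5 µM in platelet-rich plasma)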; 0.22% of 300,000 active; AID 1663;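 active = mean replicate score, as percent of positive control, at or above 50; inconclusive = mean below 50 but at least one replicate at or above 50; inactive = mean and every replicate below 50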
MrgX1 antag: human MrgX1 receptor antagonism, primary screen. Q96LB2. MRGX1-HEK293 calcium flux, Fluo-4, BAM8-22 antagonism; hits give low values. B-score at 10 µM. 1.3% of 310,000 active. AID 588676;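 active = calcium-response B-score plate-corrected more than 3 library SD below zero, starting fluorescence within 5 deviations, no agonist response on first addition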;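 also: peak minus trough fluorescence over baseline after final BAM8-22 challenge near maximal dose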
MrgX1 ag: human MrgX1 receptor agonism, primary screen; B-score at 10 µM; MrgX1-HEK293 cells, Fluo-4 calcium fluorescence, agonist mode; hits give high values; Q96LB2; 0.44% of 310,000 active; AID 588627;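 active = calcium response B-score plate-corrected fluorescence ratio at least 3 library SD, with starting fluorescence B-score inside 5 SD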
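Material: MrgX1-expressing HEK293 cells; input: 15,000 cells per well; doses: test compound given as first of three sequential additions; schedule: overnight plating before 1 h dye loading; technique: Fluo-4 NW calcium-flux fluorescence, kinetic read; evaluation: baseline-normalised fluorescence change ratio, B-scored; control set: plate-wise positive and negative controls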
SKKanGAS inh: SKKanGAS growth inhibition; S. pyogenes SKKanGAS, kanamycin growth, BacTiter-Glo, 6 h; 1.3% of 300,000 active; inhibition, % at 7.5 µM;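 active = mean replicate score, as percent of positive control median, at least 50; inconclusive = mean below 50 but one replicate at or above 50; inactive = mean and every replicate below 50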;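 also: strain carries kanamycin resistance gene driven by streptokinase promoter and grows in 40 µg/ml kanamycin; loss of luminescence reflects streptokinase promoter inhibition or plain growth inhibition; 0% = median of DMSO wells and 100% = positive control at its reference dose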
TRPC6 act: activators of mouse TRPC6 channel; AID 2550; B-score at 10 µM; HEK293-TRPC6 membrane potential dye fluorescence; hits give high values; Q61143; 0.13% of 310,000 active;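 active = B-score of the integrated fluorescence ratio above library mean plus 3 SD, and starting fluorescence ratio within library mean plus 5 SD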;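 also: higher score means more depolarization so channel activation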
RGS4 pot: RGS4 potentiation or activation. B-score at 10 µM. 0.92% of 310,000 active. HEK293 M3R/inducible RGS4, carbachol calcium flux Fluo4; hits give low values;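 active = B-score of the integrated calcium signal more than 4 SD below the library mean, with starting fluorescence not abnormally high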;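 also: negative B-score means reduced calcium response which marks RGS4 activation or potentiation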
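Material: Inducible-RGS4 HEK293 cells carrying M3 receptor; also added: carbachol at ECmax as muscarinic agonist stimulus; incubation: compound preincubation 20 min at room temperature before agonist; signal: Fluo4-AM (2 µM) calcium-flux fluorescence, kinetic read; measure: integrated calcium ratio converted to B score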
MrgX1 PAM: human MrgX1 positive allosteric modulation, primary screen; Q96LB2; MrgX1-HEK293, Fluo-4 calcium flux, FDSS; hits give high values; B-score at 10 µM; 0.63% of 310,000 active;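 active = plate-corrected calcium response at least 3 library SD above typical, normal starting fluorescence, not activating the receptor alone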;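 also: compound read alongside a low EC10 to EC30 dose of BAM8-22 agonist; peak minus trough fluorescence over baseline measured at the second addition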
TRPC4 inh: inhibitors of mouse TRPC4 channel | 0.39% of 300,000 active | B-score at 10 µM | AID 2247 | HEK293 TRPC4beta/mu-opioid, DAMGO-evoked Fluo4 calcium flux; hits give low values;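 active = B-score over 3 SD under the library average, no early fluorescence shift, positive overall ratio signal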
Target sequence (Q9QUQ5 whole entry, looked up): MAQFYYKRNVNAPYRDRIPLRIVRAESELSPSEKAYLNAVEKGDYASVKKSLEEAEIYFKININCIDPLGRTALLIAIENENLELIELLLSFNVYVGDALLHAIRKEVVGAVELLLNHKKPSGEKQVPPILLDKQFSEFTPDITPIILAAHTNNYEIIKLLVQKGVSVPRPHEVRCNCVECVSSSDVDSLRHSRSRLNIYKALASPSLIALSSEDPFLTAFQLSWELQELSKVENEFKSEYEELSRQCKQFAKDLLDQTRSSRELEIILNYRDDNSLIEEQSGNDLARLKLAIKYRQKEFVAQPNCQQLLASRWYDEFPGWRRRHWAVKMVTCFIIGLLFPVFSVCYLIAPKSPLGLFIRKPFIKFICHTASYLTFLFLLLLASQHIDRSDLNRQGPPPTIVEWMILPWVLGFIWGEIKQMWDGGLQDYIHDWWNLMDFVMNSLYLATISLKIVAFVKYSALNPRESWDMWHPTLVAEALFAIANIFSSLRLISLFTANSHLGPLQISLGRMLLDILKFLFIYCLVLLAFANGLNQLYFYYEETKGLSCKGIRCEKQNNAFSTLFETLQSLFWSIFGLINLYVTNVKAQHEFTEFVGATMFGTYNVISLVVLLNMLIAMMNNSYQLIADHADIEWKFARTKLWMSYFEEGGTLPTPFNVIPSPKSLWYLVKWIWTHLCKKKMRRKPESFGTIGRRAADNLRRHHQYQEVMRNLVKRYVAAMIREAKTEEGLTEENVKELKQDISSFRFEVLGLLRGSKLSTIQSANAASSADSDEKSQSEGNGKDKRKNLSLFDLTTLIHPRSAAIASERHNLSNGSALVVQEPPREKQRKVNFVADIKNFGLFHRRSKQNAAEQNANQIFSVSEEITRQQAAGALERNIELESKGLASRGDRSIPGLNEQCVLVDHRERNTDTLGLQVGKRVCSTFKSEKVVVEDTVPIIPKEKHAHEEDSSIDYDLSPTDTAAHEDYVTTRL
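Material: HEK293 cells with stable TRPC4beta plus mu-opioid receptor expression / Probe or stimulus: DAMGO in two steps, submaximal then maximal / Compound: single concentration per test compound / Technique: kinetic Fluo4 fluorescence imaging of calcium influx / Read-out: per-well B score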
HIF activator: HIF pathway transcriptional activation; U2OS HRE-luciferase reporter, luminescence; normalized: DMSO 0%, desferrioxamine 100%; activation, % at 7.5 µM (by protocol); 0.32% of 300,000 active;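 active = mean activation of at least 10% of the iron chelator positive control signal, with at least half of replicates also reaching 10%; inconclusive = mean and replicate majority disagree about reaching 10%; inactive = mean and most replicates under 10%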
TRPC6 inh: mouse TRPC6 channel inhibition. Q61143. HEK293-TRPC6, membrane potential dye, ACh-evoked depolarization; hits give low values. B-score at 10 µM. 1.1% of 310,000 active;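 active = B-score under library mean minus 3 SD, initial fluorescence not abnormally high, positive integrated signal ratio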;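 also: B-score derived from integrated fluorescence ratio over the kinetic read; more negative B-score means stronger inhibition of depolarization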
RGS4 inh: human RGS4 inhibition; P49798; HEK293 M3R/RGS4 inducible, Fluo-4 calcium flux; hits give high values; triggered by carbachol at its EC20; B-score at 10 µM; 0.45% of 310,000 active; AID 463165;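 active = B-score, a plate-corrected calcium signal, over three deviations above library mean, with baseline fluorescence within five deviations of library mean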;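 also: RGS4 expression induced by doxycycline in cells with stable M3 receptor; B-score is computed from the integrated fluorescence ratio over baseline after carbachol; higher B-score means a larger calcium signal and so more RGS4 inhibition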
* = called active by the depositor; i = inactive; ? = inconclusive; / = not tested or not shown.

SMILES | Platelet DG rel | MrgX1 antag | MrgX1 ag | SKKanGAS inh | TRPC6 act | RGS4 pot | MrgX1 PAM | TRPC4 inh | HIF activator | TRPC6 inh | RGS4 inh
Cc1ccccc1Cn1cc(NC(=O)c2cc(-c3cccs3)on2)cn1 | -8 | i | i | 1 | i | i | i | i | 2.7 | i | i
CC(C)NC(=O)NC(=O)CN1c2cccc3cccc(c23)S1(=O)=O | -2 | i | i | 8 | i | i | i | i | -0.9 | i | i
Cn1c(/C(C#N)=C/c2ccc(O)cc2)nc2ccccc21 | 8 | i | i | 6 | i | i | i | i | 1.5 | i | i
Cc1cc(C)c(S(=O)(=O)NCc2cn3c(C)csc3n2)c(C)c1 | -4 | i | i | -3 | i | i | i | i | -0.6 | i | i
COc1ccc(C2C(C(=O)NCc3ccccc3)=C(C)Nc3ncnn32)cc1OC (centres undefined) | 0 | i | i | -2 | i | i | i | i | 0.2 | i | i
Cc1ccc(C2=NNC(=O)C(c3ccc(Cl)cc3)C2)cc1 (centres undefined) | 2 | i | i | 7 | i | i | i | i | -0.9 | i | i
Cc1oc2c(CN3CCCC3)c(O)ccc2c(=O)c1-c1ccc(Cl)cc1 | 9 | i | i | -2 | i | i | i | / | 0.2 | i | i
CCOc1ccccc1C(=O)N/N=C/c1ccoc1 | / | i | i | / | i | i | i | i | / | i | i
Cc1cc(C)c(OCC(=O)Nc2ccc3c(c2)OCO3)cc1C | 9 | i | i | -4 | i | i | i | i | 2.3 | i | i
CNC(=O)c1nnn(-c2ccccc2)c1C(=O)NC | 16 | i | i | 3 | i | i | i | i | 0.1 | i | i
O=C(NN1C(=O)C2C3C=CC(C3)C2C1=O)c1cccc(Cl)c1 (centres undefined) | 0 | i | i | 3 | i | i | i | i | -0.7 | i | i
COc1cccc(N/C=C(\C#N)c2ccc(OCCCF)cc2)c1 | / | i | i | 0 | i | i | i | i | -0.1 | i | i
Cc1ccc(S(=O)(=O)N2CCN(CC(=O)N/N=C/c3ccc(C)o3)CC2)cc1 | -20 | i | i | -4 | i | i | i | i | -0.4 | i | i
CNC(=O)CN(c1cc([N+](=O)[O-])ccc1OC)S(C)(=O)=O | 6 | i | i | -7 | i | i | i | i | 0.5 | i | i
COC(=O)C1=C(C)NC(C)=C(C(=O)OC)C1c1ccc(-c2cccc([N+](=O)[O-])c2)o1 | 7 | i | i | 3 | i | i | i | i | -0.1 | i | i
COc1ccc2cc(CN(CC3COCCO3)S(=O)(=O)c3ccc(Cl)cc3)c(=O)[nH]c2c1 (centres undefined) | -3 | i | i | -4 | i | i | i | i | 0.7 | i | i
CC1CCN(c2c(NCc3ccc(C(=O)NCCc4ccc(Cl)cc4)cc3)c(=O)c2=O)CC1 | -11 | i | i | 9 | i | i | i | i | -0.1 | i | i
CC(=O)NS(=O)(=O)c1ccc(NC(=S)NC(=O)C(C)(C)C)cc1 | -2 | i | i | 3 | i | i | i | i | -0.1 | i | i
CN(C(=O)CCc1nnc(Cc2ccc(-c3ccccc3)cc2)o1)C1CCOCC1 | -5 | i | i | -16 | i | i | i | i | / | i | i
Cn1c(SCc2cccc(F)c2)nnc1-c1ccncc1 | 5 | i | i | 2 | i | i | i | i | 0.7 | i | i
CC(C)(C)C1COc2ccccc2N1C(=O)c1cccc(Cl)c1 (centres undefined) | -9 | i | i | 16 | i | i | i | i | 1.3 | i | i
COc1ccc(O)c(C(=O)c2cc(C#N)c(=O)n(-c3c(C)n(C)n(-c4ccccc4)c3=O)c2)c1 | 13 | i | i | 8 | i | i | i | i | 0.0 | i | i
COc1ccc(C(=O)N2N=C(c3ccccc3)CC2(O)C(F)(F)F)cc1 (centres undefined) | -4 | / | / | 2 | i | i | / | i | 0.1 | i | i
Cc1cccc(C)c1NC(=O)C[N+](C)(C)CC(O)COc1cccc2ccccc12 (centres undefined) | 9 | i | i | -1 | i | i | i | i | -0.3 | i | i
CCC(C)NS(=O)(=O)c1ccc(OCC(=O)Nc2ccc3c(c2)OCO3)cc1 (centres undefined) | -10 | i | i | -10 | i | i | i | i | -0.3 | i | i

(list continues)
SMILES | Platelet DG rel | MrgX1 antag | MrgX1 ag | SKKanGAS inh | TRPC6 act | RGS4 pot | MrgX1 PAM | TRPC4 inh | HIF activator | TRPC6 inh | RGS4 inh
CC(C)C(=O)N1CCN(c2ccccc2NC(=O)c2cccc3ccccc23)CC1 | 7 | i | i | 3 | i | i | i | i | 0.5 | i | i
Cc1ccc(-c2nnc3n2CCCCC3)cc1 | 13 | i | i | 2 | i | i | i | i | -0.2 | i | i
CC(=O)c1ccccc1Oc1ncnc(N)c1[N+](=O)[O-] | 0 | i | i | -4 | i | i | i | i | 0.7 | i | i
COc1ccc(C(CC(=O)NCCN2CCOCC2)NS(=O)(=O)c2ccc(C)cc2)cc1 (centres undefined) | -2 | i | i | -1 | i | i | i | i | 0.1 | i | i
O=c1cc(N2CCc3ccccc3C2)[nH]c(=O)n1-c1ccccc1Cl | 2 | i | i | -1 | i | i | i | i | -0.3 | i | i
Cc1onc(-c2ccccc2)c1C(=O)N1CCN(S(=O)(=O)c2ccc3c(c2)OCCO3)CC1 | 0 | i | i | -5 | i | i | i | i | -1.1 | i | i
CCOC(=O)N1CCC(N(CCN(C)C)C(=S)Nc2cccc(OC)c2)CC1 | -3 | i | i | 0 | i | i | i | i | 1.0 | i | i
CN(C(=O)c1cccc(C#N)c1)c1nnc(C2CCOC2)s1 (centres undefined) | 1 | i | i | 7 | i | i | i | i | 0.1 | i | i
COc1ccc(Cl)cc1NC(=O)C/C(C)=N/NC(=O)c1ccc(O)cc1 | 2 | i | i | 10 | i | i | i | i | 0.6 | i | i
CC1CCCN(C(=O)CN2CCN(C(=O)c3ccco3)CC2)C1 (centres undefined) | -2 | i | i | 0 | i | i | i | i | 0.4 | i | i
O=C(CN1C(=O)NC2(CCCCC2)C1=O)N1CCc2ccccc2C1 | -8 | i | i | -20 | i | i | i | i | 0.6 | i | i
COc1cc(/C=N/NC(=O)c2ccc3nc[nH]c3c2)ccc1O | -2 | i | i | -3 | i | i | i | i | 0.3 | i | i
COc1ccc(C)cc1S(=O)(=O)NC1CCCC1 | 1 | i | i | 1 | i | i | i | i | -1.8 | i | i
C/C(=N\NC(=O)c1ccc(NS(=O)(=O)c2cccs2)cc1)c1ccc(Cl)cc1 | 5 | i | i | 5 | i | i | i | i | -0.3 | i | i
CC(=O)NC(C1C(=O)CC(C)(C)CC1=O)(C(F)(F)F)C(F)(F)F | 19 | i | i | 2 | i | i | i | i | 0.2 | i | i
O=C(Nc1nc2c(s1)CN(Cc1ccccc1)CC2)C1CCC1 | -3 | i | i | 4 | i | i | i | i | 4.0 | i | i
CC(=NCc1ccccc1)C1=C(O)COC1=O | -1 | i | i | -12 | i | i | i | i | 0.0 | i | i
CCCCn1cnc(C(=O)OCC)c1N | 1 | i | i | -6 | i | i | i | i | 0.2 | i | i
COc1n[nH]c(C(=O)NCc2ccccc2)c1[N+](=O)[O-] | -7 | i | i | 4 | i | i | i | i | -0.1 | i | i
CC#CCc1cc2ccccc2c(=O)o1 | -3 | i | i | 0 | i | i | i | i | 0.1 | i | i
CCC(=O)Nc1ccc(Oc2ccc3c(c2)C(=O)N(c2ccc(O)cc2)C3=O)cc1 | -2 | i | i | 3 | i | i | i | i | 0.1 | i | i
c1ccc2cc3[nH]c(CN4CCOCC4)nc3cc2c1 | 3 | i | i | 2 | i | i | i | i | 0.6 | i | i
CN(C)c1ccc(/C=C/c2ccc3ccccc3[n+]2C)cc1 | 9 | i | i | ? | i | i | i | i | 6.7 | i | i
O=C1CCCCN1CCCC(=O)N1CCCC(Nc2ccc(F)cc2)C1 (centres undefined) | -2 | i | i | -7 | i | i | i | i | 0.0 | i | i
NC(=O)N1c2ccccc2C=Cc2ccccc21 | -10 | i | i | 16 | i | i | i | i | 0.1 | i | i

Continued.
SMILES | Platelet DG rel | MrgX1 antag | MrgX1 ag | SKKanGAS inh | TRPC6 act | RGS4 pot | MrgX1 PAM | TRPC4 inh | HIF activator | TRPC6 inh | RGS4 inh
O=C(CCSc1nc2ccccc2o1)N1CCOCC1 | -7 | i | i | -3 | i | i | i | i | -0.2 | i | i
CC(C)(C)OC(=O)N1CCCN(C(=O)Nc2ccc(OC(F)(F)F)cc2)CC1 | -4 | i | i | 0 | i | i | i | i | -12 | i | i
O=C(Nc1ccc(Oc2ccc(NC(=O)c3ccco3)c(NC(=O)c3ccco3)c2)cc1)c1ccco1 | -2 | i | i | 42 | i | i | i | i | 0.1 | i | i
CC(C)(C)NC(=O)CN(C(=O)CS(=O)CC(=O)Nc1ccc(F)cc1)c1ccccc1 (centres undefined) | -1 | i | i | -1 | i | i | i | i | -0.3 | i | i
COC(=O)CNC(c1ccccc1)c1cc(C)ccc1NC(=O)c1cccc(Cl)c1 (centres undefined) | 13 | i | i | 6 | i | i | i | i | -0.4 | i | i
Cc1noc(C)c1COc1ccc(C(=O)Nc2cccnc2)cc1 | -1 | / | / | -5 | i | -7.4* | / | i | 0.3 | i | i
COc1ccc(NC(=O)c2nc[nH]c2C(=O)N[C@H](C)c2ccccc2)cc1 | 5 | i | i | 15 | i | i | i | / | -0.4 | i | 7.6*
CSc1nc(N)c2c3c(sc2n1)CN(C)CC3 | 2 | i | i | 8 | i | i | i | i | -7.0 | -7* | i
OC(COCC1COc2ccccc2O1)CN1CCCCC1 (centres undefined) | 1 | i | i | 2 | i | i | i | i | -0.1 | i | i
Cc1nc(N/N=C/c2cccc(F)c2)cc(N2CCOCC2)n1 | -8 | i | i | -8 | i | i | i | i | -0.5 | i | i
CC(=O)c1cc(C(=O)N2CCc3c([nH]c4ccccc34)C2C2CCCCC2)[nH]n1 (centres undefined) | -13 | i | i | 8 | i | i | i | i | 0.4 | i | i
O=C(COc1ccc(Cl)cc1)N(Cc1ccco1)C1CCS(=O)(=O)C1 (centres undefined) | / | i | i | 0 | i | i | i | i | / | i | i
CC(=O)NS(=O)(=O)c1ccc(NC(=O)c2cc(-c3cccs3)nc3ccccc23)cc1 | -5 | i | i | 16 | i | i | i | i | -0.5 | i | i
